Screening data: PubChem BioAssay, National Center for Advancing Translational Sciences (NCATS)
RXFP1 antagonist: blocks the human relaxin receptor RXFP1; Q9HBX9; HEK293-RXFP1, relaxin-stimulated cAMP HTRF, 30 min; active compounds read low; activity change, negative = inhibition, % at 57.5 µM; 350,000 compounds, 0.59% hits;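 active = activity change of -60% or lower, but not beyond a set lower limit; inconclusive = change between -60% and -40%, or beyond the set limit; inactive = change above -40%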; also: % is scaled to controls: 0 for no effect and ±100 for the full control effect
RXFP1 ag: activates the human relaxin receptor RXFP1. HEK293T-RXFP1 cAMP TR-FRET, 30 min; response scale: percent of porcine relaxin response, buffer zero. Q9HBX9. 370,000 compounds, 0.3% hits. Potency, µM (highest dose often 57.5 µM), for the others: at the top dose activation, most hits filed as activators; active = well fitted activation curve with a large enough effect; inconclusive = small, poorly fitted or top-dose-only effect; also: potency is read from the fitted curve at half-maximal effect; % is scaled to controls: 0 for no effect and ±100 for the full control effect; nearly all actives have a fitted effect of over 60% in size; many of its hits are not listed in these tables
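Agonist response is measured as cAMP accumulation in an RXFP1-transfected HEK293T line under PDE4 inhibition. Values are scaled between buffer-only and 29 nM porcine relaxin, and EC50s come from standard Hill equation fits.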
D1 ag: human D1 receptor agonism; P21728; HEK293 T-REx D1 cells, calcium flux, agonist mode; activation, % at 2 µM; 360,000 compounds, 1% hits; AID 504660; in the data active = activation above about 30%; also: 0% is about no effect
Target sequence (P21728 whole entry, looked up): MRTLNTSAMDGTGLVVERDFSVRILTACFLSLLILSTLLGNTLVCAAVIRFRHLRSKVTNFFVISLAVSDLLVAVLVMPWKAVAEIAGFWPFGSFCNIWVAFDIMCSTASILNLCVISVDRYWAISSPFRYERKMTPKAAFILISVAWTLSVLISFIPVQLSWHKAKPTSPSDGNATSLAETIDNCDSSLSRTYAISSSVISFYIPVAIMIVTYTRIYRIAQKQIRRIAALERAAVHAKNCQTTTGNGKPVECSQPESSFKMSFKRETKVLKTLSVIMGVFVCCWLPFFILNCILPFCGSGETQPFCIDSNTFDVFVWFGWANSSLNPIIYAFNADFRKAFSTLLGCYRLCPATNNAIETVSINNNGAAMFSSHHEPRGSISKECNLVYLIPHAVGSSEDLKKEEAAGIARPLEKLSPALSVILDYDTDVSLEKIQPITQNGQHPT
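Inducible HEK293 T-REx D1 cells, force-coupled to calcium signalling, were plated at 4000 cells/well with tetracycline and held overnight at 30 C. After no-wash calcium dye loading, compound-evoked calcium rise over 180 s flagged agonists.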
D2 agonist: activates the human D2 dopamine receptor | 340,000 compounds, 0.53% hits | AID 485358 | activation, % at 2 µM | P14416 | HEK293 T-REx D2 cells, calcium flux agonist mode;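 active = activation over 3 SD above normal in the single-dose calcium agonist read, cut at about 30% in these data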; also: 0% is about no effect
Target sequence (P14416 whole entry, looked up): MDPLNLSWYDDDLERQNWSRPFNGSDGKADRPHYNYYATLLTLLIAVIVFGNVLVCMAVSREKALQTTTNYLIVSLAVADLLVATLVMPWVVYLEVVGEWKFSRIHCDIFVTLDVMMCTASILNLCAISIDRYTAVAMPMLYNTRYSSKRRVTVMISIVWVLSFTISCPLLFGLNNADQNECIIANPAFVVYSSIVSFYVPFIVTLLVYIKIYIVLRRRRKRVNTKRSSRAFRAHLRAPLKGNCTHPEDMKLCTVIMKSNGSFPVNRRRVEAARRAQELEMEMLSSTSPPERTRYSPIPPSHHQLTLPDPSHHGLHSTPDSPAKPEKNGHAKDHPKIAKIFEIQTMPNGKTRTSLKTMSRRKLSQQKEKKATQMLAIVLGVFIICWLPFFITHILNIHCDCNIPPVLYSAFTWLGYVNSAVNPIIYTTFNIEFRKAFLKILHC
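Tetracycline-induced HEK293 Trex cells with D2 receptor force-coupled to calcium signaling, plated overnight at 30 C and loaded with no-wash calcium dye. Calcium flux read kinetically for 180 s after compound addition; responses flag agonists.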
D1 potentiator: human D1 dopamine receptor positive modulation | P21728 | HEK293 TREx D1 cells, calcium flux, dopamine EC20 potentiation | potentiation, % at 10 µM | 360,000 compounds, 0.036% hits | AID 504651; in the data active = potentiation above about 30%; also: 0% is about no effect
TRHR enhancer: TRH receptor (human) allosteric enhancement | TRHR cells, fluo-8 calcium fluorescence, EC20 TRH enhancement | enhancement, % at 2 µM | 360,000 compounds, 0.66% hits | AID 493056; in the data active = enhancement above about 30%; also: 0% is about no effect
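Enhancer read-out: after compound pinning and an initial kinetic agonist-mode read, an EC20 of TRH (10 nM final) was injected and fluo-8 calcium signal (Ex 480/Em 530) followed at 1 s/cycle for 100 cycles in TRHR-expressing cells.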
D2 PAM: D2 dopamine receptor (human) potentiation | P14416 | HEK293 T-REx D2, calcium flux, EC20 dopamine potentiation | AID 485347 | 340,000 compounds, 0.34% hits | potentiation, % at 10 µM;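 active = potentiation over 3 SD above the plate norm, cut at about 30% in these data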; also: 0% is about no effect
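Calcium flux readout, no-wash dye, 1 read/s. Inducible HEK293 Trex D2 line, overnight 30 C. Compound alone 180 s (agonist flags), then EC20 dopamine, another 180 s to score potentiation.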
D2 antagonist: antagonists of human D2 dopamine receptor; P14416; HEK293 TREx D2 cells, calcium flux, dopamine EC80; AID 485344; 340,000 compounds, 2% hits; inhibition, % at 10 µM; in the data active = inhibition above about 30%; also: 0% is about no effect
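Dopamine at EC80 is the agonist stimulus; test compounds precede it by 180 s. Calcium flux read kinetically in a force-coupled, inducible HEK293 T-REx D2 cell line.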
D1 antagonist: blocks dopamine activation of the human D1 receptor; HEK293 TREx D1 cells, calcium flux, dopamine EC80; active compounds read low; activity change, negative = inhibition, % at 10 µM; 360,000 compounds, 3.2% hits; AID 504652; in the data active = activity change below about -30%; also: % is scaled to controls: 0 for no effect and ±100 for the full control effect
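Calcium flux readout: force-coupled, inducible Hek293 Trex D1 line, cells induced overnight at 30 C with tetracycline, dye-loaded 30–90 min at RT. Antagonism scored against EC80 dopamine challenge given 180 s after compound.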
Numbers without * were called inactive; ? = inconclusive; / = not tested or not shown.

Start of the listing, in advance, 4 compounds:
| SMILES | RXFP1 antagonist | RXFP1 ag | D1 ag | D2 agonist | D1 potentiator | TRHR enhancer | D2 PAM | D2 antagonist | D1 antagonist |
| --- | --- | --- | --- | --- | --- | --- | --- | --- | --- |
| CN1C2C=C(N(CCc3ccccc3)C(=O)c3ccc(Cl)cc3)CC1CC2 (stereo not drawn) | -15 | -1.6% | 5 | -0.1 | -6 | 1 | -13 | -5 | 9 |
| O=C(CC1Oc2ccccc2NC1=O)NCCCN1CCN(Cc2ccccc2)CC1 (stereo not drawn) | / | 2.0% | 1 | 0.3 | / | 3 | 13 | 0 | 0 |
| COCCCNC(=O)CSC1=Nc2ccccc2C2=NC(CCC(=O)NCc3ccc(OC)cc3)C(=O)N12 (stereo not drawn) | -5 | 6.6% | 8 | -0.7 | 2 | 2 | 15 | / | -9 |
| Cc1ccc(OCCn2c(C)c(/C=N/n3cnnc3)c3ccccc32)cc1 | 1 | 1.0% | 3 | 0.0 | -12 | -5 | 1 | 12 | -34* |

This part in full, previewed entries included:
| SMILES | RXFP1 antagonist | RXFP1 ag | D1 ag | D2 agonist | D1 potentiator | TRHR enhancer | D2 PAM | D2 antagonist | D1 antagonist |
| --- | --- | --- | --- | --- | --- | --- | --- | --- | --- |
| CN1C2C=C(N(CCc3ccccc3)C(=O)c3ccc(Cl)cc3)CC1CC2 (stereo not drawn) | -15 | -1.6% | 5 | -0.1 | -6 | 1 | -13 | -5 | 9 |
| O=C(CC1Oc2ccccc2NC1=O)NCCCN1CCN(Cc2ccccc2)CC1 (stereo not drawn) | / | 2.0% | 1 | 0.3 | / | 3 | 13 | 0 | 0 |
| COCCCNC(=O)CSC1=Nc2ccccc2C2=NC(CCC(=O)NCc3ccc(OC)cc3)C(=O)N12 (stereo not drawn) | -5 | 6.6% | 8 | -0.7 | 2 | 2 | 15 | / | -9 |
| Cc1ccc(OCCn2c(C)c(/C=N/n3cnnc3)c3ccccc32)cc1 | 1 | 1.0% | 3 | 0.0 | -12 | -5 | 1 | 12 | -34* |
| COc1ccc(COCC(CC(C)C)N2CCN(C(=O)c3cccc(C(F)(F)F)c3)CCC2=O)cc1 (stereo not drawn) | / | -0.3% | -1 | -0.7 | 1 | 5 | 3 | 3 | 13 |
| Cc1cc(NC(=O)CCCn2cc([N+](=O)[O-])cn2)n(Cc2ccc(F)cc2)n1 | 10 | -2.7% | 2 | 0.6 | 2 | -5 | -2 | -14 | -12 |
| CCOC(=O)CC(=O)CSc1nc(-c2ccc3c(c2)OCO3)cc(C(F)(F)F)c1C#N | 7 | -1.4% | 5 | -0.3 | -4 | 3 | 9 | -7 | -23 |
| OCCN(Cc1ccccc1)Cc1ccc(F)c(F)c1 | -1 | 0.6% | 11 | 0.0 | 0 | -3 | -17 | -23 | -28 |

Fetched by compound from the list above (2):
| SMILES | RXFP1 antagonist | RXFP1 ag | D1 ag | D2 agonist | D1 potentiator | TRHR enhancer | D2 PAM | D2 antagonist | D1 antagonist |
| --- | --- | --- | --- | --- | --- | --- | --- | --- | --- |
| CN1C2C=C(N(CCc3ccccc3)C(=O)c3ccc(Cl)cc3)CC1CC2 (stereo not drawn) | -15 | -1.6% | 5 | -0.1 | -6 | 1 | -13 | -5 | 9 |
| O=C(CC1Oc2ccccc2NC1=O)NCCCN1CCN(Cc2ccccc2)CC1 (stereo not drawn) | / | 2.0% | 1 | 0.3 | / | 3 | 13 | 0 | 0 |

Further entries follow:
| SMILES | RXFP1 antagonist | RXFP1 ag | D1 ag | D2 agonist | D1 potentiator | TRHR enhancer | D2 PAM | D2 antagonist | D1 antagonist |
| --- | --- | --- | --- | --- | --- | --- | --- | --- | --- |
| COc1ccc(NC(=S)N=Nc2c(O)[nH]c3ccccc23)cc1 | 10 | 3.3% | -1 | -0.1 | -2 | -3 | 6 | -2 | -11 |
| COc1ccc(CNC(=O)CSc2ncc3c(n2)-c2ccc(Cl)cc2N(Cc2ccccc2)S3(=O)=O)cc1 | / | ? | 6 | 0.0 | 2 | 10 | -4 | / | -5 |
| O=C(c1ccc2ccccc2n1)N1CCN(c2ccccc2O)CC1 | -9 | -0.1% | -1 | 1.4 | -1 | -3 | 22 | 6 | 8 |
| COc1ccc(N2CCN(C(=O)CSc3nnc(NC(=O)C4CC4)s3)CC2)cc1 | -10 | -0.3% | 1 | -0.4 | 1 | -1 | 6 | 1 | -11 |
| Cc1ccnc(N/C=C(/NC(=O)c2ccccc2)C(=O)NN)n1 | 8 | -2.6% | 0 | 4.5 | -7 | -3 | -8 | 17 | -6 |
| Cc1ccc(NC(=O)N(Cc2c[nH]c3ccccc23)C2CCCCCC2)cc1C | / | -0.1% | 2 | -0.4 | 0 | 4 | -5 | / | 15 |
| COc1ccc(N2CCN(C(=O)Cn3nnc(-c4cccs4)n3)CC2)cc1 | 2 | 1.5% | -2 | -0.1 | 2 | -1 | 3 | -5 | 6 |
| O=C(COc1ccc(Cl)cc1Cl)NCCCn1ccnc1 | -13 | 0.5% | 1 | 1.0 | -4 | 1 | -2 | 8 | 6 |

Single values from the list:
D1 ag, `COc1ccc(COCC(CC(C)C)N2CCN(C(=O)c3cccc(C(F)(F)F)c3)CCC2=O)cc1` (stereo not drawn) stands at -1
TRHR enhancer, `CCOC(=O)CC(=O)CSc1nc(-c2ccc3c(c2)OCO3)cc(C(F)(F)F)c1C#N` stands at 3

(next part)
| SMILES | RXFP1 antagonist | RXFP1 ag | D1 ag | D2 agonist | D1 potentiator | TRHR enhancer | D2 PAM | D2 antagonist | D1 antagonist |
| --- | --- | --- | --- | --- | --- | --- | --- | --- | --- |
| Cc1cc(C(=O)NC2CCCc3c2cnn3-c2ccc(C)c(C)c2)n(C)n1 (stereo not drawn) | -10 | 0.8% | 15 | -0.3 | 0 | -1 | -8 | 14 | -16 |
| O=C(N/N=C\c1ccccc1)c1ccccc1-n1cccc1 | 1 | -0.3% | 0 | 0.5 | 9 | 2 | -3 | -3 | 1 |
| NS(=O)(=O)c1ccc(NC(=O)CN2CCN(c3ccc(F)cc3)CC2)cc1 | -11 | -1.9% | 0 | 2.0 | 0 | -4 | 4 | / | 1 |
| COC(=O)C1=NN[C@H](C(=O)OC(C)(C)C)[C@H]1c1ccccc1 | -9 | 1.2% | 1 | -0.7 | -1 | 1 | -1 | 4 | -15 |
| CN1C(=O)C2(SCC(=O)N2c2ccc(Cl)cc2)c2ccccc21 (stereo not drawn) | -4 | -0.7% | 0 | 0.5 | -6 | -2 | 7 | / | -1 |
| COc1ccc(N2C(=O)c3ccccc3NC2(C)C)cc1 | -2 | 1.7% | 1 | 0.2 | -15 | 0 | 5 | 8 | -18 |
| COc1cc(C(F)(F)F)nc2ccc(C#CCOC(=O)Nc3ccccc3)cc12 | -4 | 4.5% | 8 | 0.5 | -1 | 0 | -8 | 22 | -8 |
| CC(C)CCN1CN(S(=O)(=O)c2cccs2)c2nc3ccccc3nc21 | 3 | -0.8% | -1 | -0.3 | -5 | -6 | -8 | 1 | -17 |

(more compounds)
mol	RXFP1 antagonist	RXFP1 ag	D1 ag	D2 agonist	D1 potentiator	TRHR enhancer	D2 PAM	D2 antagonist	D1 antagonist
COc1ccc(-c2nc(C#N)c(NCCCN3CCOCC3)o2)cc1	/	6.6%	1	-1.5	8	2	8	4	10
COc1ccc(/C=N/N2C(=O)CSC2=S)cc1Br	/	-0.7%	27	8.0	4	-13	-4	33*	1
COc1ccc(CCN(C)C2CCCN(C(=O)Cn3cccn3)C2)cc1OC (stereo not drawn)	-15	-0.7%	1	0.0	1	15	20	-17	31
O=C(Cn1cc(C(=O)C2CC2)c2ccccc21)NCc1ccccc1	5	1.8%	-1	-0.1	-9	-3	14	15	0
CCS(=O)(=O)c1ccc(O)c(NC(=O)CCCC(=O)O)c1	-1	0.2%	2	-0.8	-4	2	-2	-9	-3
O=C(NC1CCCCC1)N(Cc1cc2cc3c(cc2[nH]c1=O)OCCO3)CC1CCCO1 (stereo not drawn)	0	0.4%	0	-0.2	-4	5	6	5	-7
CCOc1ccccc1NC(=O)Cn1c(=O)n(CCCC(=O)NCCc2ccc(C)cc2)c(=O)c2ccccc21	/	1.3%	-1	-0.2	1	2	/	/	-9
COCc1cc(=O)[nH]c(N2CCN(Cc3ccc4c(c3)OCO4)CC2)n1	8	-0.8%	3	6.8	6	12	-1	9	2
O=c1c2ccccc2nc(SCc2cccc(F)c2)n1Cc1ccco1	-14	0.4%	15	2.3	-5	0	1	-9	-8
O=C(OCC(=O)N1CCCc2ccccc21)c1ccc(C(F)(F)F)cc1	-3	0.9%	4	1.8	-2	0	-10	9	10
COc1ccc2[nH]c(=O)c(CN(CCCN(C)C)C(=O)Nc3ccc(F)cc3)cc2c1	1	0.9%	5	1.2	-10	-4	-13	11	-1
O=C(COC(=O)c1cccc(Cl)c1)NC1CCCCCCC1	-5	0.3%	10	-1.1	/	0	9	5	-3
CC(C)N(C(=O)N1CCN(c2ccnc3cc(Cl)ccc23)CC1)C(C)C	-33	-0.1%	-2	-1.5	-2	11	-8	31*	-5
COc1ccc(NC(=O)CC2C(=O)N(Cc3ccccc3)C(=S)N2CCN2CCOCC2)cc1 (stereo not drawn)	-6	1.0%	6	0.1	0	2	0	-5	14
CCOC(=O)C1CCN(CC(=O)Nc2c(C(=O)OC)n(C)c3cccc(C)c23)CC1	1	1.6%	0	6.9	-3	-6	-8	9	-18
Cc1cc(OCC(=O)NC(Cc2ccc(Cl)cc2)C(=O)O)c2c(C)cc(=O)oc2c1 (stereo not drawn)	/	-0.9%	1	0.6	-2	7	8	-5	1
COc1ccc(S(=O)(=O)N(NC2=NS(=O)(=O)c3ccccc32)C(=O)C(C)C)cc1	-6	0.9%	3	/	-5	-2	/	/	-14
COc1ccc(N2CCN(c3ncnc4scc(-c5ccc(C)cc5)c34)CC2)cc1	-11	3.7%	0	-0.7	-6	5	-6	-4	-2
COc1ccc(C(=O)NCCONC(=O)c2ccc(OC)cc2)cc1	4	0.5%	0	0.0	3	17	-4	-13	13
CCc1ccc(C2C(C#N)=C(N)SC(N)=C2C#N)s1	/	11%	0	0.0	7	6	-1	-14	6
Cc1cc(NC(=O)CC2Oc3ccccc3NC2=O)ccc1Br (stereo not drawn)	-8	0.0%	7	-0.3	-2	-3	13	10	-7
CCc1cccc(C)c1Nc1nc2ccccc2n2cnnc12	-6	0.0%	0	-1.6	8	0	-2	-4	7
Cc1ccc(C(=O)CSc2n[nH]c(C)n2)cc1	6	0.7%	0	0.0	3	5	-7	-11	32
Cc1cc(-c2sccc2C)nc(-n2cccc2)n1	5	0.2%	8	0.7	3	2	7	-7	55

This is a subset; rates above refer to the full screens.
